# CCT modulator: changes cytosolic chaperonin activity; purified chaperonin ATPase assay, HTRF ADP detection, 30 min; AID 651819; activity change, % (concentration not given with the values), hits read low; hit rate 0.3% among 360,000; in the data active means activity change below about -30%; further: on the % scale 0 is the no-effect control and ±100 the full control effect
#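 TRiC at 40 or 20 nM final (batch-dependent) in 30 mM Tris pH 7.4, 100 mM KCl, 5 mM MgCl2, 1 mM DTT, with compound at single 76 uM and 10 uM ATP, 30 min at 37 deg C. ADP detected by HTRF Transcreener, 665/615 ratio.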
# WRN helicase inh: WRN helicase (human) inhibition. Q14191. WRN helicase unwinding, fluorescent forked duplex, kinetic. Potency, µM (doses to about 114 µM), for inactives: at the highest dose activity change, negative = inhibition, actives largely listed as inhibitors. hit rate 0.46% among 360,000; further: potency means the concentration at half of the fitted maximal effect; on the % scale 0 is the no-effect control and ±100 the full control effect; nearly all actives have a fitted effect of over 55% in size
# Target sequence (Q14191 whole entry, looked up): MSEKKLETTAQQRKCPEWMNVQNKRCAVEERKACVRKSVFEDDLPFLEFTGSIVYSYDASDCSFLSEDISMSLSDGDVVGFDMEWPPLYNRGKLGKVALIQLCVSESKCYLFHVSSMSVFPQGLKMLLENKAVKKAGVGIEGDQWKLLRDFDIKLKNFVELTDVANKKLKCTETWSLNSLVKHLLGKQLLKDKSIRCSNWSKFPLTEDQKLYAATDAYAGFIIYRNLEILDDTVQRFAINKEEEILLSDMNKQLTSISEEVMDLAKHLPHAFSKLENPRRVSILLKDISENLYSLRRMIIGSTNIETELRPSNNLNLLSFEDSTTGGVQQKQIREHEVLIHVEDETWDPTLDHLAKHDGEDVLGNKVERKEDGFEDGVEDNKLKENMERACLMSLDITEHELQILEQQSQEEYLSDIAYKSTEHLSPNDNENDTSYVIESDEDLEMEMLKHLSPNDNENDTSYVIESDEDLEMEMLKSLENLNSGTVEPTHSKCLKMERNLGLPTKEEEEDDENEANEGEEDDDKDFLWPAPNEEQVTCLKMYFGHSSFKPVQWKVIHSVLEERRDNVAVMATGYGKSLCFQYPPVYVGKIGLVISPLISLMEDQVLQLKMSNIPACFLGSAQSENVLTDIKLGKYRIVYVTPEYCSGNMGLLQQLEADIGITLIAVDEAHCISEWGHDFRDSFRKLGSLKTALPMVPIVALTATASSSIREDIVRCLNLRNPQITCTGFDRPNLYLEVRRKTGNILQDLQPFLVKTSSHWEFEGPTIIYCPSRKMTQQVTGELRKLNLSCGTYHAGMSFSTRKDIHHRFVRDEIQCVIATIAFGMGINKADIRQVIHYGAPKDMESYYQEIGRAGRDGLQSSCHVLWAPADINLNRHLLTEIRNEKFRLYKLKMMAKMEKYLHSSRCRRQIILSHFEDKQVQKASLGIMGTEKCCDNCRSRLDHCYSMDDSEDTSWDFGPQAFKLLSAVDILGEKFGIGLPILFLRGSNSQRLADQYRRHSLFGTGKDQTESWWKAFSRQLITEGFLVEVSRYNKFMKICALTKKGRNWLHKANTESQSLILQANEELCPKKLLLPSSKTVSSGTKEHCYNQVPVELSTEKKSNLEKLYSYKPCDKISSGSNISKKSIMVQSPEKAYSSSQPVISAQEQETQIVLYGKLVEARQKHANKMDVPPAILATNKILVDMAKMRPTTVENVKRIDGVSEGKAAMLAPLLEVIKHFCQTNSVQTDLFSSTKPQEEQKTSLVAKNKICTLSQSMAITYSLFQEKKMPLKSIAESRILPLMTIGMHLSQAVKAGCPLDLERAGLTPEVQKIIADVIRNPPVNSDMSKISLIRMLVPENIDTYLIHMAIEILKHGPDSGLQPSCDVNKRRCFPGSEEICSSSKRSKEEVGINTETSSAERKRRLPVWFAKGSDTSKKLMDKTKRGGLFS
#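 Enzyme (20 nM final) and test compound sit together 15 min at room temperature before substrate addition. Substrate is a single-forked duplex oligonucleotide (100 nM) labelled with fluorophore and quencher, with 2 mM ATP; helicase unwinding raises red fluorescence, read kinetically.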
# PI5P4K alpha inh: PI5P4K alpha (human) kinase inhibition; P48426; hit rate 1.2% among 330,000; PI5P4Kalpha enzyme, ADP-Glo luminescence, 60 min; stronger effect = lower value; max response, %; active means max response of -50% or lower; inconclusive means between -30% and -50%; inactive means -30% or higher; further: value at the top dose of about 77 µM; on the % scale 0 is the no-effect control and ±100 the full control effect
#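 Quantitative HTS of the MLSMR library against PI5P4Kalpha with substrate. ATP added last at 5 microM final; room temperature, 60 minutes. Remaining ATP depleted, ADP converted and read as luminescence.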
# IL-2 act: activators of IL-2; hit rate 0.065% among 360,000; activation, % (series mostly up to about 46 µM); IL-2 activation reporter assay, cell-based qHTS; stimulated with anti-CD3/CD4/CD28 beads; in transgenic mouse T cells; in the data active means activation above about 50%; inconclusive means mostly about 30% to 49%; further: 0% is about no effect
#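 Unstimulated transgenic mouse T cells preincubated 60 min with compound, then stimulated with anti-CD3/anti-CD4-coated beads plus anti-CD28 for 18 h at 37 degrees C. IL-2 response read as EGFP and DsRed fluorescence by plate cytometry.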
# EPAC1 antagonist: antagonists of human EPAC1 | EPAC1 GEF assay, Rap1b-BODIPY-GDP exchange fluorescence | Potency, µM (doses to about 115 µM), inactives show at the highest dose activity change, negative = inhibition, most hits filed as inhibitors | hit rate 0.14% among 360,000;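 further: potency means the concentration at half of the fitted maximal effect; plate controls were vehicle for no effect and positive control for full effect; nearly all actives have a fitted effect of over 50% in size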
# PLK1 PBD block: PLK1 (human) polo-box domain binding inhibition; P53350; Plk1 PBD binding of FITC phosphopeptide, fluorescence polarization; Potency, µM, for inactives: max response, negative = inhibition, usual class: inhibitors; hit rate 2.8% among 360,000; AID 720504; further: potency means the concentration at half of the fitted maximal effect; series mostly up to about 57 µM; on the % scale 0 is the no-effect control and ±100 the full control effect; nearly all actives have a fitted effect of over 65% in size
# EPAC1 agonist: agonists of human EPAC1 | EPAC1 agonist qHTS, biochemical assay; response scale: 100% = response to 6.5 mM cAMP | Potency, µM (titrated, usually from 154 µM), for the others: at the highest dose activation, most hits filed as activators | hit rate 0.073% among 360,000; further: potency means the concentration at half of the fitted maximal effect; nearly all actives have a fitted effect of over 60% in size
#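 Fluorescent GDP-exchange assay: 100 nM EPAC1 with 250 nM Rap1B preloaded with BODIPY-GDP and 50 uM GDP; compounds tested as concentration series, 5 min at room temperature, then read every 5 min for 30 min (ex 480/em 540 nm); normalized to 6.5 mM cAMP.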
# EPAC2 agonist: agonists of human EPAC2 (RAPGEF4) | Q8WZA2 | EPAC2 activation, biochemical qHTS; response scale: 100% = 6.5 mM cAMP response | Potency, µM (highest dose often 154 µM), without a hit: at the top dose activation, usual class: activators | hit rate 0.079% among 360,000 | AID 720711; further: potency means the concentration at half of the fitted maximal effect; nearly all actives have a fitted effect of over 50% in size
#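 Exchange assay: 100 nM EPAC2 with 250 nM Rap1B-BODIPY-GDP and 50 uM GDP. Fluorescence (ex 480/em 540 nm) read every 5 min for 30 min at room temperature. Data normalized to 6.5 mM cAMP as agonist control.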
# * marks the source's active call; other numbers are inactive results; u = inconclusive; x = not tested or not shown; [ ] = remark or other dose. Unless noted, the call rests on the fitted dose curve; in most records, active means well fitted curve in the direction sought with a large enough effect; inconclusive means small, poorly fitted or top-dose-only effect, or another doubt; inactive means no such curve, though single readings can be large; an effect the other way counts as inactive or inconclusive. This is a subset; the hit share may differ from the screen's.
SMILES,CCT modulator,WRN helicase inh,PI5P4K alpha inh,IL-2 act,EPAC1 antagonist,PLK1 PBD block,EPAC1 agonist,EPAC2 agonist
O=C1c2ccccc2-c2onc3ccc(NCc4ccco4)c1c23,-2.0,u,-20,3.2,102%[activator],3.4µM*,u,u
CC(=O)Nc1ccc(NC(=O)CN(c2cccc(C)c2)S(C)(=O)=O)cc1,1.3,2%,x,2.0,3%,-9%,7%,5%
O=C(NCc1nnnn1-c1ccc(F)c(F)c1)c1ccc(S(=O)(=O)N2CCOCC2)cc1,1.1,9%,-4,-3.4,10%,-5%,2%,8%
COc1ccc(C)cc1-n1c(SCC(=O)Nc2cc(C)on2)nc2ccccc2c1=O,0.0,-2%,-1,1.1,-6%,1%,2%,4%
O=C(OCc1ccccc1)N1CCC2CC1c1c2cccc1N1CCOCC1 (stereo not drawn),1.1,-8%,7,0.2,u,-14%,2%,6%
COc1ccc(C(=O)/C=C/c2ccc(OC3CSC3)cc2)cc1OC,-7.4,-3%,-3,-5.7,-12%,-5%,5%,10%
O=C(COc1ccc(Br)cc1Br)NC1CCS(=O)(=O)C1 (stereo not drawn),-0.6,-2%,-7,-1.3,11%,-7%,6%,2%
CC(=O)c1c(C)oc2ccc(N(C(C)=O)S(=O)(=O)c3ccc(Cl)c([N+](=O)[O-])c3)cc12,-1.0,-12%,7,-0.5,-3%,-5%,19%,8%
Cc1cccn2c(=O)c3cc(C(=O)NCC(C)C)sc3nc12,-1.4,8%,-6,4.1,-3%,-2%,-4%,6%
CN1CCN(c2ccc(Cl)cc2NC(=O)c2ccc(S(=O)(=O)N(C)C)cc2)CC1,1.5,-6%,10,-1.9,u,-2%,5%,3%
O=C(Nc1ccccc1N1CCCC1)c1cccc(F)c1,2.3,6%,-5,-2.0,1%,1%,-9%,3%
N#Cc1c(N2CCOCC2)nsc1-c1ccc(C(F)(F)F)cc1,0.4,-8%,7,2.5,-19%,-13%,-6%,-9%
Cc1ccc(C(=O)NC2CCCC2)s1,0.0,4%,-1,-1.3,2%,-6%,-2%,7%
COc1cc(/C=C/C(=O)OCC(=O)NCCC2=CCCCC2)ccc1O,-2.2,12%,4,0.1,u,-17%,1%,16%
COc1ccc(N(C(=O)c2ccc(Br)o2)C2C=CS(=O)(=O)C2)c(OC)c1 (stereo not drawn),-0.8,2%,-5,-1.7,u,-10%,1%,2%
CC(CCc1ccccc1)NC(=O)CSc1nc(N)cc(N)n1 (stereo not drawn),-1.3,1%,1,-3.3,-5%,-12%,9%,14%
O=C(CSc1nn(-c2ccc(F)cc2)c(=S)s1)NC1CCS(=O)(=O)C1 (stereo not drawn),-1.2,-1%,1,-0.1,23%,-5%,-2%,5%
CN1CCN(c2ccc(NC(=O)c3sc4ccccc4c3Cl)cc2)CC1,-8.6,-3%,5,-1.0,-10%,-10%,-3%,5%
COc1ccc(C(=O)N(CCCO)C(C)C(=O)NC2CCCCC2)cc1OC (stereo not drawn),-0.5,-2%,x,2.7,-3%,-3%,3%,11%
CC1(C)CC(=O)C2=C(C1)Oc1ncn3nc(-c4cccnc4)nc3c1C2c1ccccc1 (stereo not drawn),3.4,3%,3,-0.2,12%,-10%,8%,-2%
Cc1ccc(-c2nnn(CC(=O)N(CCN3CCOCC3)C(C(=O)NC3CCCC3)c3ccncc3)n2)o1 (stereo not drawn),-2.8,7%,0,-0.6,9%,-9%,2%,-7%
CSc1ccc(CNCCCN(C)C)cc1,-0.3,-6%,10,-0.7,-1%,-3%,-1%,-3%
COc1ccc(-n2c(=O)[nH]c3cc(C(=O)NCCc4ccccc4)ccc3c2=O)cc1OC,-0.1,-6%[57.1 µM],-18,-2.0,-5%,0%,8%,3%
CCC(c1nnc(SCC(=O)Nc2ccc(S(N)(=O)=O)cc2)n1Cc1ccccc1)N(C)C (stereo not drawn),-1.3,-9%,-6,-4.3,-3%,-19%,-4%,7%
C#CCOCCOCCOCCNc1nc(N2CCN(C(=O)[C@H](CCCCN)n3cc(CN)nn3)CC2)nc(N2CCN(C(=O)[C@H](CCCN=C(N)N)n3cc(C(N)[C@H](C)CC)nn3)CC2)n1 (stereo partly drawn),1.5,-27%,u,0.6,-2%,-5%,-6%,9%
COCc1cc(C)n(CC(=O)Nc2ccccc2C(=O)OC)c(=O)c1C#N,0.7,2%,3,-2.8,0%,-9%,-2%,-3%
COc1ccc(C(=O)Nc2nc3cc4c(cc3s2)OCCO4)c(OC)c1,0.1,-10%,-1,-0.6,-1%,7%,-1%,4%
CC(=O)Nc1ccc2nc(NC(=O)COc3cccc(C)c3)sc2c1,-2.9,-3%,4,2.3,-3%,-10%,5%,-1%
Cc1cccc(C)c1OCC(O)CNC(C)C (stereo not drawn),-3.7,-4%,3,0.6,2%,-4%,2%,7%
C=CCOc1c(Br)cc(/C=N/Nc2ccc(C(=O)O)cc2)cc1OCC,0.9,u,-9,-0.8,-16%,u,-16%,-2%
Cc1c(NS(=O)(=O)c2ccc3nc(COc4ccccc4Cl)[nH]c3c2)c(=O)n(-c2ccccc2)n1C,0.1,1%,-1,1.5,-7%,-5%,-2%,2%
CCCCc1nnc(NC(=O)CN2C(=O)C3CCCCC3C2=O)s1 (stereo not drawn),-1.4,-1%,6,-3.8,15%,-4%,-4%,8%
Cc1cc(=O)[nH]c(N2CCCNCC2)n1,0.2,3%,-2,-3.6,-2%,1%,7%,2%
O=C(c1cccnc1)N1CCN(C(=O)c2ccccc2F)CC1,-5.7,5%,-12,-1.3,-5%,-8%,11%,7%
COc1cc(C)c(C#N)c(OC)n1,-1.4,1%,0,-2.0,-7%,2%,-2%,-1%
CSCCC(NS(=O)(=O)c1ccc(C)cc1)C(=O)N1CCN(C(c2ccccc2)c2ccccc2)CC1 (stereo not drawn),2.3,-8%,10,-3.5,-13%,-3%,-4%,6%
COc1ccc(C=CC(=O)c2ccc(OC)c(OC)c2)cc1O,-2.8,-8%,-17,-3.6,u,-5%,5%,3%
Cc1c(N2C(=O)C3C4C=CC(C5CC45)C3C2=O)c(=O)n(-c2ccccc2)n1C (stereo not drawn),-0.9,-1%,0,0.5,29%,-16%,4%,11%
CC1(C)OC(=O)C2=C(C[C@@H](C3CCCCC3)O[C@H]2c2ccccc2)O1,-1.8,-4%,14,-1.0,-16%,-9%,-2%,15%
Cc1cc(NC(=O)c2c(C)noc2C)no1,-1.4,-11%,3,0.1,-28%,-16%,2%,4%

# A draw from above in order of length of the SMILES, largest number first:
SMILES,CCT modulator,WRN helicase inh,PI5P4K alpha inh,IL-2 act,EPAC1 antagonist,PLK1 PBD block,EPAC1 agonist,EPAC2 agonist
Cc1c(NS(=O)(=O)c2ccc3nc(COc4ccccc4Cl)[nH]c3c2)c(=O)n(-c2ccccc2)n1C,0.1,1%,-1,1.5,-7%,-5%,-2%,2%
CC1(C)OC(=O)C2=C(C[C@@H](C3CCCCC3)O[C@H]2c2ccccc2)O1,-1.8,-4%,14,-1.0,-16%,-9%,-2%,15%
O=C(c1cccnc1)N1CCN(C(=O)c2ccccc2F)CC1,-5.7,5%,-12,-1.3,-5%,-8%,11%,7%
Cc1cc(NC(=O)c2c(C)noc2C)no1,-1.4,-11%,3,0.1,-28%,-16%,2%,4%
COc1cc(C)c(C#N)c(OC)n1,-1.4,1%,0,-2.0,-7%,2%,-2%,-1%

# The list continues.
SMILES,CCT modulator,WRN helicase inh,PI5P4K alpha inh,IL-2 act,EPAC1 antagonist,PLK1 PBD block,EPAC1 agonist,EPAC2 agonist
Cc1nn(-c2ccccc2)c(C)c1/C=N/NC(=O)CSc1nnc(-c2ccccc2)n1-c1ccc(Cl)cc1,-1.4,-6%,-10,-3.5,u,-18%,4%,14%
CCOC(=O)c1c(-c2ccc(C)s2)csc1N,0.3,-7%,0,-0.5,-27%,5.3µM*,6%,15%
CC(=O)Nc1ccc(S(=O)(=O)N2CCC(C(=O)c3ccc(F)cc3)CC2)cc1,-0.3,-2%[57.1 µM],-4,-0.6,-3%,8%,-7%,-2%
O=C(O)C(=O)/C(=C\c1ccccc1)c1ccc2ccccc2n1,1.8,5%,7,0.6,3%,-6%,-6%,0%[15.6 µM]
COc1ccc(N=C2C=CC(=O)O2)cc1,-0.9,u,4,-1.1,2%,u,8%,6%
CC(C)CCNC(=O)C(=O)NCCC1=CCCCC1,0.4,-1%,6,0.2,-4%,u,2%,0%
Cn1nccc1C(=O)N1CCN(c2cccc(C(F)(F)F)c2)CC1,-0.9,-2%,-13,-1.5,-16%,-9%,2%,8%
COc1cc(Cn2nnc3ccccc32)ccc1O,-4.1,5%,3,0.1,0%,-5%,21%,19%
Cc1c(C)c2ccc(OCC(=O)N3CC[C@@]4(O)CCCC[C@H]4C3)cc2oc1=O,-1.0,2%,1,0.3,3%,6%,-29%,0%
O=C(COC(=O)C1(c2ccc(F)cc2)CCCC1)NCc1ccco1,-3.1,-18%,u,-3.5,-7%,-13%,7%,0%
COc1cc(/C=N/NC(=O)CCC(=O)Nc2ccc(Br)cc2)ccc1O,-2.2,5%,8,-3.1,3%,-1%,-6%,9%
CCOc1ccc(C(=O)C(C)OC(=O)C2CCN(c3ccc(C(F)(F)F)cn3)CC2)cc1 (stereo not drawn),-1.1,-6%,2,-0.9,-6%,-1%,1%,4%
CCCCCc1cc(=O)oc2c(C(CCN3CCCCC3)c3ccc4c(c3)OCO4)c(OC)cc(OC)c12 (stereo not drawn),-2.0,-4%,5,-0.6,-21%,-15%,-20%,16%
COc1ccc(C2(C)NC(=O)N(CC(=O)N(c3ccccc3)C3CCS(=O)(=O)C3)C2=O)cc1 (stereo not drawn),-1.8,5%,0,-0.3,11%,4%,6%,-2%
COc1cccc(CNC(=O)CCCC(=O)NC(C)CCc2ccccc2)c1 (stereo not drawn),1.1,11%,2,-0.6,0%,7%,-3%,-7%
CCN1CCN(C(=S)NC(CC(=O)c2ccccc2)c2ccccc2)CC1 (stereo not drawn),-4.0,1%,1,0.8,11%,-1%,-3%,1%
CC1CCCCC12NC(=O)N(CC(=O)Nc1ccc3[nH]c(=O)[nH]c3c1)C2=O (stereo not drawn),1.0,-4%,0,-4.0,-3%,-1%,6%,4%
c1ccc(SCc2nc3ccccc3s2)nc1,-0.5,-3%,0,-2.3,-3%,19µM*,15%,13%
CCC1CCCCN1C(=O)CCCOc1ccccc1 (stereo not drawn),-0.2,-1%,u,1.3,6%,3.4µM*,-7%,0%
